DAGLB inhibitor = DAGLB lipase inhibitors, primary screen, biochemical, fluorescence, HTS; AID 504411, 2011; inhibition, % at 5.17 µM; HEK293T DAGLB membrane lysate, EnzChek fluorogenic substrate; Diacylglycerol lipase-beta (Homo sapiens), Q8NCG7; actives 0.059% (n = 340,000); in the data active = inhibition above about 34%;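 note: 0% = enzyme with vehicle and 100% = wells lacking enzyme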
Rtt109 HAT inh = inhibitors of C. albicans Rtt109/Vps75 HAT, primary screen, biochemical, ThioGlo CoA-SH fluorescence, plate reader. actives 0.16% (n = 330,000). Histone acetyltransferase RTT109 (Candida albicans (strain SC5314 / ATCC MYA-2876)), …. AID 540336, 2011. inhibition, % at 34.9 µM. purified Rtt109/Vps75, 4 h;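 active = inhibition of at least 50% in every replicate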
Target sequence (Q5AAJ8 whole entry, looked up): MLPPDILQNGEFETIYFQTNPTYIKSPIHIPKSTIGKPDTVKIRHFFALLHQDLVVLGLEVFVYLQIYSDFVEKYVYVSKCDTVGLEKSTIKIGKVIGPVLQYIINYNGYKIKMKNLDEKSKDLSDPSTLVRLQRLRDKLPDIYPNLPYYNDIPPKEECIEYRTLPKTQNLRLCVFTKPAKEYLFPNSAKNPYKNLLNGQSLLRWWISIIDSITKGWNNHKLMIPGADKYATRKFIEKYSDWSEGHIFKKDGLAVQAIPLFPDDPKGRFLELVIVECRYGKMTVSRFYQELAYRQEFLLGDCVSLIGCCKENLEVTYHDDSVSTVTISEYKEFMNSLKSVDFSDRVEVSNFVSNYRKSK
C-LANA FP = inhibitors of KSHV C-LANA binding to DNA, primary screen, biochemical, fluorescence polarization, FAM-LBS DNA, MBP-C-LANA, single point. Kaposi's sarcoma herpesvirus LANA C-terminal domain (residues 932-1162) DNA binding. AID 504423, 2011. actives 0.078% (n = 340,000). inhibition, % at 9 µM;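 active = highest replicate inhibition at or above 60% at 9 µM, even if other replicates fall short; inactive = all replicates below 60% inhibition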;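 note: 0% = neutral control wells and 100% = 4 µM acridine orange control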
SR-BI DiI-HDL act = activators of SR-BI mediated DiI-HDL uptake, primary screen, ldlA[mSR-BI] CHO cells, DiI fluorescence; 3 h; 100 = double the neutral-control signal; activation, % at 12.5 µM; actives 0.096% (n = 320,000); AID 504775, 2011;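 active = mean replicate activation of at least 60% and every replicate at or above 60%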;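 note: 0% = median plate neutral-control signal and 100% = twice that signal; values of inactives mirror those of a sister screen read the other way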
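Assay system: CHO ldlA[mSR-BI] cells, LDL receptor-null, SR-BI overexpressing; medium: Ham's F12 with 0.5% BSA, HEPES 25 mM, pH 7.4; also added: DiI-HDL 10 µg/mL; timing: 3 h uptake period with compound, 37 °C; signal: DiI fluorescence, bottom read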
CAL PDZ FP-1 = untagged CAL PDZ binding inhibitors, primary screen, biochemical, fluorescence polarization, HTS. purified CAL PDZ, TMR-peptide fluorescence polarization, 1 h. inhibition, % at 24.9 µM. actives 0.92% (n = 300,000). AID 602252, 2012;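 active = mean inhibition of at least 30% with at least half of replicates also reaching 30%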;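 note: 0% = DMSO neutral control and 100% = excess unlabeled competitor peptide PRC23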
Keap1 Nrf2 FP = Keap1-Nrf2 protein-protein interaction inhibitors, primary screen, biochemical, fluorescence polarization, single point. inhibition, % at 9.4 µM. Kelch-like ECH-associated protein 1 (Homo sapiens), Q14145. Keap1 Kelch-Nrf2 peptide fluorescence polarization, 1536-well. actives 0.15% (n = 340,000); in the data active = inhibition above about 12%;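 note: human Keap1 Kelch domain with fluorescein labeled Nrf2 9mer peptide probe; 0% = neutral control wells and 100% = peptide positive control; higher means more block of Keap1 binding to Nrf2 peptide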
PKA-R2B act = activators of PKA-R2B holoenzyme, primary screen, biochemical, fluorescence polarization, Cy5-IP20, human; AID 504700, 2011; cAMP-dependent protein kinase catalytic subunit beta (Homo sapiens) + cAMP-dependent …; actives 0.079% (n = 340,000); PKA-R2B holoenzyme dissociation; R2B truncated from residue 108, S112A mutant; 0% DMSO only, 100% 113 µM cGMP; activation, % at 11.4 µM;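 active = activation above a cutoff set at the mean over all compounds plus 3 SD, cut at about 18% in these data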;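 note: higher means more holoenzyme dissociation and a rise in polarization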
Target sequence (P31323 whole entry, looked up, other chains not shown, the tested form may be a part): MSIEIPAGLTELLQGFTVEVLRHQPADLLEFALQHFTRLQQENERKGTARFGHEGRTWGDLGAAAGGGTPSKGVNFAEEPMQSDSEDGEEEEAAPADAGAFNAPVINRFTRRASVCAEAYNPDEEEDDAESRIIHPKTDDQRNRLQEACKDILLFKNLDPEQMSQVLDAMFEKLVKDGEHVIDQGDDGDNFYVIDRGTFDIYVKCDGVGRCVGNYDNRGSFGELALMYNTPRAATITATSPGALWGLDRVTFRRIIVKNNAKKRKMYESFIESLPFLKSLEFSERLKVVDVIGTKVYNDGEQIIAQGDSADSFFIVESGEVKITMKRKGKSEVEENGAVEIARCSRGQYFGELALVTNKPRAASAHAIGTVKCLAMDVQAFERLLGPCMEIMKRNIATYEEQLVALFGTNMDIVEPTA
RTF Ca sens act = cardiac RTF calcium sensitivity activators, primary screen, biochemical, IANBD-TnC fluorescence, EC20 calcium; Troponin I, cardiac muscle (Homo sapiens) + Troponin T, cardiac muscle (Homo sapiens) + …; IANBD-labeled TnC RTF fluorescence at EC20 calcium; 0% EC20 calcium, 100% full calcium; activation, % at 7.2 µM; actives 0.24% (n = 340,000); AID 493008, 2010;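 active = activation above the mean over all tested compounds plus 3 SD, cut at about 30% in these data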;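 note: rise in fluorescence read as greater calcium sensitivity of cardiac thin filaments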
CAL PDZ FP-2 = CAL PDZ peptide-binding inhibitors, primary screen, biochemical, fluorescence polarization, Cer-tagged CAL PDZ, HTS | Golgi-associated PDZ and coiled-coil motif-containing protein (Homo sapiens), Q9HD26 | purified CAL PDZ, TMR-peptide fluorescence polarization, 1 h | inhibition, % at 20 µM | actives 0.02% (n = 330,000) | AID 504414, 2011;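 active = highest replicate inhibition of at least 40%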;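 note: plate controls were DMSO neutral control wells for no effect and unlabeled competitor peptide control wells for full effect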
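System: purified tagged CAL PDZ domain construct (CerCALP). Schedule: 1 h incubation at room temperature before polarization reading. Medium: 25 mM sodium phosphate pH 7.4, 150 mM NaCl, TCEP, IgG, Thesit. Read-out: percent inhibition from loss of millipolarization. Measured by: FP readout, S and P plane fluorescence. Probe or stimulus: fluorescent TMR peptide probe.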
Cardiac RTF inh = cardiac RTF calcium sensitivity inhibitors, primary screen, biochemical, IANBD-TnC fluorescence, EC70 calcium; AID 493244, 2011; Troponin I, cardiac muscle (Homo sapiens) + Troponin T, cardiac muscle (Homo sapiens) + …; IANBD-labeled cardiac RTF, Ca2+ fluorescence; actives 0.12% (n = 340,000); inhibition, % at 7.15 µM;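 active = inhibition above the mean inhibition of all tested compounds plus 3 SD, cut at about 17% in these data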;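 note: assay run at fixed EC70 calcium of 1.6 mM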
Starred values were filed as active, the others as inactive; / = not tested or not shown.

SMILES | DAGLB inhibitor | Rtt109 HAT inh | C-LANA FP | SR-BI DiI-HDL act | CAL PDZ FP-1 | Keap1 Nrf2 FP | PKA-R2B act | RTF Ca sens act | CAL PDZ FP-2 | Cardiac RTF inh
O=C(C1=C(O)C(=O)N(CCN2CCOCC2)C1c1ccc(Br)cc1)c1cc2ccccc2o1 (stereo not given) | 3 | 8 | 1.3 | 27 | -6 | -5 | 4 | -3 | -3.1 | 6
O=S(=O)(Nc1cccc(Cl)c1)c1ccc(-n2cccn2)cc1 | 1 | 0 | -0.5 | / | / | -5 | -6 | -1 | -1.8 | 1
N#Cc1ccc(S(=O)(=O)NCCc2ccncc2)cc1 | -2 | 3 | -1.4 | 7 | -2 | -4 | 2 | 1 | -0.3 | -2
CCCc1ccc(-c2c(C)sc(N)c2C#N)cc1 | -10 | 1 | -0.5 | / | -3 | -1 | -15 | -2 | -2.1 | -6
COc1cc(OC)cc(-c2nc(-c3cccs3)no2)c1 | -8 | 0 | 1.4 | -36 | 0 | -4 | -5 | 5 | -1.7 | 0
O=c1cc(-c2ccc(O)cc2)oc2cc(O)cc(O)c12 | -1 | -8 | 4.6 | -39 | -8 | -2 | 1 | -4 | -3.8 | -3
CCOc1ccccc1N(C)S(=O)(=O)c1ccc2c(c1)CC(C)N2C(=O)C1CC1 (stereo not given) | -1 | 13 | 0.6 | -28 | 2 | 2 | 6 | 0 | -1.9 | -12
CCNc1nc(OC)nc(Oc2ccc(=O)n(-c3ccccc3)n2)n1 | 2 | 7 | 0.9 | 14 | 1 | 2 | 6 | -6 | -1.3 | -19
O=C(Cn1nnc(-c2ccccc2)n1)OC1CCOC1=O (stereo not given) | 1 | -2 | -3.5 | -2 | -1 | -3 | 2 | -4 | -0.1 | 2
Cc1ccc(C(=O)CCC(=O)OCC(=O)Nc2c(C)nn(-c3ccccc3)c2C)cc1 | -3 | -1 | 0.0 | 19 | -7 | 0 | 7 | 8 | 0.1 | -21
COC(=O)c1sc2ccccc2c1-n1cccc1C(=O)C(=O)Nc1ccccc1 | -5 | -1 | 0.3 | -33 | 10 | -9 | -10 | 5 | -1.7 | -9
Cc1nn2c(-c3ccccc3)ccnc2c1Br | -2 | 9 | -0.8 | -16 | -4 | 3 | -2 | 1 | 0.3 | -12
O=C(CN1C(=O)NC(c2ccccc2)(c2ccccc2)C1=O)NC1CCS(=O)(=O)C1 (stereo not given) | -5 | 4 | -1.9 | 7 | -8 | -3 | -1 | -1 | -0.5 | -1
O=C(COc1ccc(Cl)cc1Cl)NN=C1CCCCC1 | -1 | / | 1.8 | 8 | 0 | -5 | -1 | -2 | -2.1 | -16
O=C(Nc1ccccc1OC(F)F)c1ccc(S(=O)(=O)N2CCOCC2)cc1 | -1 | -3 | -0.4 | -40 | 2 | -4 | 11 | -2 | 0.1 | 4
COc1cccc(N(C(=O)CNC(=O)c2ccco2)C(C(=O)NC2CCCCC2)c2cccnc2)c1 (stereo not given) | -2 | 2 | 0.2 | / | -7 | 3 | -1 | -4 | 0.1 | 6
Cn1ccnc1SCC(=O)Nc1cccc([N+](=O)[O-])c1 | -1 | -4 | -1.0 | 14 | 4 | -1 | -4 | -2 | -0.2 | -5
CCC(=O)n1nc(-c2ccco2)nc1N | 1 | -23 | 2.8 | 14 | 0 | -3 | 4 | 14 | -0.7 | -17
O=C1[C@@H]2[C@@H]3C[C@@H]([C@H]4ON=C(c5ccc(OCc6ccccc6)cc5)[C@@H]34)[C@@H]2C(=O)N1c1ccc2c(c1)OCO2 | -6 | -1 | -0.3 | 19 | 2 | -3 | 4 | 0 | -0.7 | -9
Cc1nc(Cl)sc1C(=O)Nc1ccc(C(F)(F)F)cc1 | -8 | 29 | 0.8 | 5 | -1 | 4 | 5 | 1 | -0.8 | -10
CCOc1ccc(C(=O)NCC(=O)OCC(=O)N2CCCCC2)cc1 | -2 | 16 | -0.9 | -1 | 2 | -4 | -6 | -1 | -2.2 | -12
Cc1cc(NC(=S)N(CCN2CCCCC2)Cc2ccco2)ccc1Cl | -4 | -12 | 0.2 | -7 | 6 | -3 | 6 | -1 | -0.1 | 4
Cc1ccc(CSc2nnc([C@@H]3CCCN3)o2)cc1 | -1 | -2 | 1.0 | 26 | -1 | -5 | -3 | 2 | 0.4 | 8
CN(C)C(=S)c1ccc2ccccc2n1 | 0 | 5 | -0.9 | 20 | -4 | 0 | -12 | 3 | 17 | -8
COc1cccc(-c2nnc(SCC(=O)OC(C)C)n2N)c1 | 2 | -18 | -0.2 | 9 | / | -3 | -3 | 0 | -2.1 | -3
CCOc1ccc(OCCCC(=O)N2CCN(S(=O)(=O)c3ccc(Cl)cc3)CC2)cc1 | 2 | -5 | -0.7 | 10 | -1 | -3 | -5 | 1 | -1.7 | -20
O=C(O)CCN=Cc1c(O)c2ccccc2oc1=O | -4 | -1 | -0.4 | 11 | 1 | -5 | -10 | 8 | -1.1 | -11
COc1ccc(NC(=O)c2ccc(-n3c(C)ccc3C)cc2)c(OC)c1 | 3 | 5 | -1.8 | -62 | -5 | 1 | 9 | 4 | -1.0 | -24
O=S(=O)(Nc1ccc(-c2csc(-c3ccccc3)n2)cc1)c1ccccc1 | -5 | -1 | -3.1 | 6 | -2 | -7 | 7 | -5 | -0.9 | 12
CC1(C)CC(=O)C2=C(C1)N=C1SCCC(=O)N1C2c1ccc(C(F)(F)F)cc1 (stereo not given) | 1 | -11 | 1.4 | -30 | / | -5 | -15 | 12 | -2.2 | 0
COc1ccc(CN2CCNC(=O)C2CC(=O)NCC2CCOCC2)c(C)c1C (stereo not given) | -3 | -2 | -1.7 | 24 | -1 | -4 | -10 | 3 | -2.1 | -6
CCCC(=O)c1cc(F)c(N2CCN(S(=O)(=O)c3ccccc3)CC2)cc1C | -10 | 1 | -0.6 | -15 | -1 | 1 | 2 | 5 | -2.0 | -1
CC(C)(C)CC(=O)Nc1cc2c3c(c1)CCN3C(=O)CC2 | 1 | 3 | 1.1 | -22 | 6 | 3 | 9 | 1 | 0.1 | -3
COc1cc(C2C(C#N)=C(N)N(N(C)C)C3=C2C(=O)CCC3)ccc1O (stereo not given) | -7 | -4 | -0.3 | 5 | -6 | -2 | -11 | -3 | -0.9 | -4
O=C(NCCc1c[nH]c2ccccc12)C1CCC(=O)N(CCc2cccc(F)c2)C1 (stereo not given) | 2 | 0 | 0.7 | -22 | -4 | -2 | -1 | 0 | / | -1
C[N+](C)(C)CC(=O)N1CCN(c2ccc3ccccc3n2)CC1 | 2 | 3 | -2.0 | / | -5 | 0 | 9 | -4 | -1.1 | 1
COc1ccc2oc(C(=O)OCC(=O)N(C)Cc3ccccc3)c(C)c2c1 | -4 | -7 | 0.0 | 12 | -3 | -3 | 16 | -2 | -1.2 | -4
COc1ccc(S(=O)(=O)N2CCOC2CNC(=O)C(=O)NCCc2c[nH]c3ccccc23)cc1C (stereo not given) | 0 | 4 | -0.9 | -17 | -2 | -5 | -15 | -1 | -0.5 | -3
O=C(CN1CCN(Cc2ccccc2)CC1)NCC1COc2ccccc2O1 (stereo not given) | -1 | 9 | 1.1 | 12 | -2 | 0 | -3 | -3 | -0.8 | -3
Cc1ccc(S(=O)(=O)N(C)c2ccc(OC(=O)c3ccc(N4CCCC4=O)cc3)cc2)cc1 | 5 | -25 | -0.5 | -21 | 0 | 1 | 1 | 0 | -2.7 | -8
O=C(NCCc1cccs1)C12CN(Cc3ccccc3)CC1C(c1cccc([N+](=O)[O-])c1)=NO2 (stereo not given) | -5 | 8 | -1.8 | -6 | -3 | 1 | -4 | -4 | -0.4 | -14
Cc1nnsc1C(=O)NC1CCCc2c1cnn2-c1ccc(C(C)(C)C)cc1 (stereo not given) | -4 | 17 | -1.4 | -27 | 60* | -1 | 6 | -5 | -1.3 | -1
Cc1ccc(C(=O)N2CCN(C(=O)CN3CCCC3)C2)cc1 | -3 | 7 | -3.5 | 6 | -4 | 0 | -2 | 6 | / | -6
O=C(c1cc2ccccc2oc1=O)N1CCSC1c1ccco1 (stereo not given) | 2 | 5 | -0.6 | 20 | -9 | -2 | 1 | -2 | -0.9 | 0
CN(CC(=O)Nc1ccc(F)cc1[N+](=O)[O-])Cc1ccccc1 | -9 | 1 | -0.1 | -14 | / | -6 | -5 | 0 | 0.8 | -14
CCOC(=O)c1sc(N)c(C(=O)Nc2ccccc2OC)c1C | -9 | -5 | 0.4 | -48 | / | -4 | -17 | 0 | -0.7 | -4
COCC(=O)N1CCC(Oc2cccc(C(=O)NCc3ccccn3)c2)CC1 | 0 | 0 | 1.9 | 16 | -2 | 1 | 4 | 6 | -1.6 | -1
COc1ccc(OC)c(S(=O)(=O)N2CCC(C(=O)NCc3ccc4c(c3)OCO4)CC2)c1 | 0 | -1 | -2.5 | -15 | -4 | -4 | 3 | -3 | -2.7 | -2
N#CC1=C(N)Oc2cc(O)c(Cl)cc2C1c1ccccc1F (stereo not given) | -29 | 1 | 21 | 6 | -6 | -9 | 4 | 33* | -1.0 | -54
CSCC[C@H](NC(=O)COc1ccc(Cl)cc1)c1nc2ccccc2[nH]1 | 0 | -4 | 0.3 | -14 | 0 | -3 | 5 | 2 | -3.2 | -4
CCN(CC(=O)Nc1ccc(OC)cc1)C(=O)c1ccc([N+](=O)[O-])cc1 | 2 | -4 | 8.1 | 14 | 8 | 3 | -6 | 6 | 0.0 | 3
O=C(Nc1cccc(O)c1)c1cc2nc(-c3ccccc3)cc(-c3ccccc3)n2n1 | -1 | 11 | 0.2 | -49 | 3 | 6 | 5 | 1 | -0.2 | 0

Source: PubChem (several laboratories)
